Compound activity as filed in PubChem.
CSN deneddyl inh: inhibitors of human CSN-mediated cullin deneddylation; Purified CSN, SCF-Nedd8-OG deneddylation, fluorescence polarization; inhibition, % at 12.5 µM; hit rate 0.38% among 360,000;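 active means pattern-corrected inhibition above about 35%, with an unprinted fluorescence ratio check between 0.5 and 1.5, limit read from the data, passing the limit was not always enough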;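 further: 0% = enzyme with substrate and 100% = substrate without enzyme; some results filed as inactive read as strong as hits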
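Test system: Human Csn5 produced in HEK293T cells | Compound: 12.5 µM single point | Times: 90 min, room temperature | Signal: Fluorescence polarization readout | Read-out basis: % inhibition of substrate cleavage by Csn5 | Controls: no-enzyme wells high, enzyme-with-substrate wells low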
Rin1 Abl inh: blocks binding of human Rin1 to Abl; P00519+Q13671; AID 588664; inhibition, % at 7.35 µM; TR-FRET Rin1/Abl binding, biochemical; hit rate 0.4% among 360,000; in the data active means inhibition above about 5%, passing the limit was not always enough
Target sequence (P00519 whole entry, looked up): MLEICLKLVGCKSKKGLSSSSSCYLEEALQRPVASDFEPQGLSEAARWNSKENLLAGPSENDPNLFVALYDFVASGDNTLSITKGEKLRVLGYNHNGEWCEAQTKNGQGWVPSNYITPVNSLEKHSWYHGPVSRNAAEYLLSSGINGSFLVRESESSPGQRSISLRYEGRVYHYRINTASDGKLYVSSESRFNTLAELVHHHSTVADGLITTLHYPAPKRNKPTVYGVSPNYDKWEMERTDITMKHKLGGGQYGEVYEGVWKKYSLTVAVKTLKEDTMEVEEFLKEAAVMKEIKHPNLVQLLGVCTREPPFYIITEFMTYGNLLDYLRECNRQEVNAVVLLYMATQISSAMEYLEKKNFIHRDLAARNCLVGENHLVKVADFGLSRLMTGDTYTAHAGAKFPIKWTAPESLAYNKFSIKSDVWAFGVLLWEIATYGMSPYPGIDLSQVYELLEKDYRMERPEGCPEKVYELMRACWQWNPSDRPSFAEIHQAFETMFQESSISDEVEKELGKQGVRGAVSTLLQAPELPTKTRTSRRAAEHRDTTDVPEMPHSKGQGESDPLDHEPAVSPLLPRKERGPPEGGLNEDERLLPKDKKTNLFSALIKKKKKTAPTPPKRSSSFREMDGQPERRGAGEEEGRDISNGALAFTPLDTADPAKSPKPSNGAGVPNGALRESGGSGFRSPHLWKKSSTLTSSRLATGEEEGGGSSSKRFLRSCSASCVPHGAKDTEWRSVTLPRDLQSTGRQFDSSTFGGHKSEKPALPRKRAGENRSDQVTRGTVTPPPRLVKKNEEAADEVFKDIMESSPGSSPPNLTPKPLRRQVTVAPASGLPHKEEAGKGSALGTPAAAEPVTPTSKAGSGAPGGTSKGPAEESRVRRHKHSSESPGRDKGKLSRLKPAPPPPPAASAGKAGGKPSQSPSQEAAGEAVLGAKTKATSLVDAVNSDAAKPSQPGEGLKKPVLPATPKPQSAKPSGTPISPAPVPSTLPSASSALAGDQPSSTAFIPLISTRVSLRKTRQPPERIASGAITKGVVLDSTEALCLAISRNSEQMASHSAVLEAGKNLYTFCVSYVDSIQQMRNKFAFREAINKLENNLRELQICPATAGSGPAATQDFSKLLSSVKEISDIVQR
Target sequence (Q13671 whole entry, looked up): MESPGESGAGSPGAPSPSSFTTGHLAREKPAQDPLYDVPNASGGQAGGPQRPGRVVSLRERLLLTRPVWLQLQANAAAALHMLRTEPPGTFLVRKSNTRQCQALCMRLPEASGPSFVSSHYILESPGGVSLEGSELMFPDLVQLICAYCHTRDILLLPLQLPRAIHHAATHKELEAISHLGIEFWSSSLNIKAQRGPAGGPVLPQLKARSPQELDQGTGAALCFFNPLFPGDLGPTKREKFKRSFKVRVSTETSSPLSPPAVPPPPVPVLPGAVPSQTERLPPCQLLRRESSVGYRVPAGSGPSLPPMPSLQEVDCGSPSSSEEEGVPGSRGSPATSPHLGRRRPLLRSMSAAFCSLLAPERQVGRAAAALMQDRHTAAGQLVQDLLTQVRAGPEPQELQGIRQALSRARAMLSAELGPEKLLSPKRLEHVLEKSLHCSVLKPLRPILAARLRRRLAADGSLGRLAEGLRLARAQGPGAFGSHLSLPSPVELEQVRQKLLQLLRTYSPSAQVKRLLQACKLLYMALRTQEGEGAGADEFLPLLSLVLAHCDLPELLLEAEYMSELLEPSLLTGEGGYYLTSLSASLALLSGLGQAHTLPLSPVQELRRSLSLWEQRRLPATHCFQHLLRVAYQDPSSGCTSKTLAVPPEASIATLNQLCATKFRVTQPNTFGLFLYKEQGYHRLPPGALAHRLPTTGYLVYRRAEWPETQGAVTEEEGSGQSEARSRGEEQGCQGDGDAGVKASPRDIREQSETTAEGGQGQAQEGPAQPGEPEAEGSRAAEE
PABP1 MLLE inh: inhibitors of microRNA-mediated deadenylation, human PABP1 MLLE binding. P11940. GST-MLLE / FITC-PAM2 fluorescence polarization. inhibition, % at 20 µM. hit rate 0.36% among 360,000. AID 588489; in the data active means inhibition above about 35%, passing the limit was not always enough;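 further: plate controls were DMSO wells with GST-MLLE for no effect and wells lacking GST-MLLE protein for full effect; some results filed as inactive read as strong as hits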
FAS TE block: FAS thioesterase (human) inhibition | P49327 | recombinant FAS-TE, OMFH fluorogenic substrate, fluorescence endpoint | inhibition, % at 15 µM | hit rate 0.67% among 360,000;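 active means compounds whose normalised, plate-corrected inhibition of enzyme fluorescence in the single-dose primary screen is 50% or more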;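 further: 0% = DMSO with enzyme and 100% = substrate without enzyme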
MsrA act: bovine methionine sulfoxide reductase A activation; purified bovine MsrA, absorbance read-out; hit rate 0.3% among 360,000; activation, % at 10.6 µM; in the data active means activation above about 7.5%;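 further: 0% = vehicle and 100% = reference activator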
E coli Lon inh: inhibits E. coli Lon protease; purified E. coli Lon protease, fluorescence polarization; inhibition, % at 7.94 µM; hit rate 0.42% among 360,000; in the data active means inhibition above about 13%, passing the limit was not always enough;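 further: 0% = enzyme with probe and DMSO and 100% = no enzyme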
Rpn11 inh: Rpn11 (human) deubiquitinase inhibition; hit rate 0.59% among 360,000; calls only at 20 µM; O00487; AID 588493; human 26S proteasome, Ub4-pepOG fluorescence polarization; 20S core pre-blocked with epoxomicin;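 active means inhibition at 20 µM, scaled to each plate's controls, above about 33%, limit read from the data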
MT1-MMP act inh: MT1-MMP (human) activation inhibition; HT1080 RFP-PRO-GFP cells, GFP/RFP ratio fluorescence, overnight; percent of plate control window, DMSO zero; hit rate 0.061% among 360,000; GFP/RFP ratio change, % at 20 µM;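 active means GFP/RFP ratio change of at least 30% with cell ATP level not reduced by more than half and red fluorescence within 50% of control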; further: strong numbers were not always called active
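Material: RFP-PRO-GFP reporter HT1080 cells. Dosing: single-point 20 µM compound, 1% DMSO. Controls: DMSO and RFP-L50D-GFP cell wells. Timing: cells overnight before dosing, compound overnight, 37 °C, 5% CO2. Measure: GFP/RFP fluorescence ratio.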
MsrA inh: inhibits bovine methionine sulfoxide reductase A. purified bovine MsrA, absorbance read-out. inhibition, % at 15.5 µM. hit rate 0.75% among 360,000; in the data active means inhibition above about 4.5%;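 further: 0% = vehicle wells with enzyme and 100% = reference inhibitor wells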
An asterisk follows results filed as active; i = inactive; . = not tested or not shown. Hits appear at their usual frequency; about 3.7% have a hit in one of these screens.

1: COc1ccccc1NC(=O)CSc1ncc(CO)n1Cc1ccc(F)cc1
2: CCCCn1c(N)c(N(CC)C(=O)c2cnc(C)cn2)c(=O)[nH]c1=O
3: O=C1CC2(CCN(C(=O)c3cccc(Cl)c3)CC2)Oc2ccccc21
4: COc1ccc(C(C)=O)cc1CN1C(=O)NC(c2ccccc2)(c2ccccc2)C1=O
5: Cc1ccc(Sc2ncnc3onc(C)c23)cc1
6: Cc1cc(NS(=O)(=O)c2ccc(NC(=S)NC(=O)c3ccc(F)cc3Cl)cc2)no1
7: N#Cc1cc(-c2ccccc2)nnc1Sc1ccc(Cl)cc1
8: Cc1c(C(=O)OCC(=O)NCc2ccc3c(c2)OCO3)cccc1[N+](=O)[O-]
assay / entry	1	2	3	4	5	6	7	8
CSN deneddyl inh	-2	-3	-6	0	-4	3	1	-9
Rin1 Abl inh	-2	0	2	0	1	0	0	0
PABP1 MLLE inh	-89	0	-13	-8	27	37	4	-15
FAS TE block	-6	-11	-1	11	7	-11	30	21
MsrA act	-3	-10	-3	-6	4	-2	-6	-7
E coli Lon inh	-1	-2	-14	-4	-2	2	6	-1
Rpn11 inh	i	i	i	i	i	i	i	i
MT1-MMP act inh	2	2	-1	-2	-9	3	-4	3
MsrA inh	-0.9	0.0	1.2	0.1	0.1	2.1	-0.3	-1.2

One compound at a time (already shown). Order of values: CSN deneddyl inh	Rin1 Abl inh	PABP1 MLLE inh	FAS TE block	MsrA act	E coli Lon inh	Rpn11 inh	MT1-MMP act inh	MsrA inh
`Cc1ccc(Sc2ncnc3onc(C)c23)cc1` across the screens: -4	1	27	7	4	-2	i	-9	0.1
`Cc1c(C(=O)OCC(=O)NCc2ccc3c(c2)OCO3)cccc1[N+](=O)[O-]` across the screens: -9	0	-15	21	-7	-1	i	3	-1.2
`O=C1CC2(CCN(C(=O)c3cccc(Cl)c3)CC2)Oc2ccccc21` across the screens: -6	2	-13	-1	-3	-14	i	-1	1.2
`N#Cc1cc(-c2ccccc2)nnc1Sc1ccc(Cl)cc1` across the screens: 1	0	4	30	-6	6	i	-4	-0.3
`COc1ccc(C(C)=O)cc1CN1C(=O)NC(c2ccccc2)(c2ccccc2)C1=O` across the screens: 0	0	-8	11	-6	-4	i	-2	0.1

Continuation.
9: O=C(O)CCc1nc(-c2cccs2)no1
10: CC1(CO)COC(c2ccccc2)=N1 (centres undefined)
11: COc1ccc2c(c1)[nH]c1c(=O)n(CC3CCCO3)cnc12 (centres undefined)
12: O=C(NC1CCCC1)C1c2ccccc2C(=O)N1CCCN1CCOCC1 (centres undefined)
13: O=[N+]([O-])c1ccc(CN2C=NS(=O)(=O)c3ccccc32)cc1
14: CC(C)c1ccc(C(=O)OCC(=O)c2c(N)n(C)c(=O)n(C)c2=O)cc1
15: COc1ccc(S(=O)(=O)N(CC(=O)N/N=C/c2ccc(C(=O)O)cc2)Cc2ccccc2)cc1OC
16: COc1ccc(NC(=O)C2CCCN(C(=O)c3ccc(Cl)cc3)C2)cc1Cl (centres undefined)
assay / entry	9	10	11	12	13	14	15	16
CSN deneddyl inh	1	-8	3	2	0	1	4	-4
Rin1 Abl inh	1	-7	1	1	0	1	5	-2
PABP1 MLLE inh	-15	18	3	0	0	-16	0	3
FAS TE block	-13	-8	-3	-11	3	2	-1	10
MsrA act	-4	-6	-13	-4	-3	-12	-1	-3
E coli Lon inh	7	-6	-2	-5	5	7	2	2
Rpn11 inh	i	i	i	i	i	i	i	i
MT1-MMP act inh	0	5	10	2	0	7	.	6
MsrA inh	0.0	-0.2	-1.2	0.3	0.7	-0.1	-0.1	-1.2

17: C=CCNC(=O)c1ccc(NC(=O)C2=CSCCO2)cc1
18: Cc1c(Cl)cnc(NC(=O)CSc2nncs2)c1Cl
19: Cc1ccc(-n2c(SCc3nnc4n3CCC4)nnc2-c2ccccc2)cc1
20: CC1(C)CCN(Cc2ccccc2)C1CC#N (centres undefined)
21: CCC(=O)Oc1ccc(C/C(=N\O)c2ccc(O)cc2O)o1
22: O=C(O)CCC(C(=O)O)n1c(O)c(C2=c3ccccc3=NC2=O)sc1=S (centres undefined)
23: COc1ccc(N=Cc2cc3c(cc2O)OC(N)=C(C#N)C3c2ccccc2)cc1 (centres undefined)
24: CCCCCc1c(-c2ccc(OC)cc2)ncn1CCc1ccccc1OC
assay / entry	17	18	19	20	21	22	23	24
CSN deneddyl inh	0	-13	2	1	3	1	1	3
Rin1 Abl inh	3	3	3	-1	9	-3	-3	.
PABP1 MLLE inh	-6	9	-3	-16	6	40*	-94	.
FAS TE block	-3	-5	-4	-5	-60	-5	-20	26
MsrA act	4	-2	-2	-6	1	-2	-4	-2
E coli Lon inh	4	-2	-3	0	-8	11	-135	-1
Rpn11 inh	i	i	i	i	i	i	.	.
MT1-MMP act inh	2	-1	-3	4	-17	-14	-59	11
MsrA inh	.	-0.9	-0.3	1.2	0.2	-0.7	0.9	0.3

25: OCCN1CCN(c2ncnc3c2ncn3[C@H]2CN(Cc3cccnc3)C[C@@H](CO)O2)CC1
26: CCc1nnc(NC(=O)c2cccc(C(=O)Nc3nnc(CC)s3)n2)s1
27: Fc1ccccc1/C=N/n1c(COc2ccccc2)n[nH]c1=S
28: Cc1nnc(SCc2ccccn2)n(N)c1=O
29: CCc1c(C)nc2nc(SCc3ccccc3Cl)[nH]n2c1=O
30: CCCS(=O)(=O)NC(=O)C1(C)CCCN(C(=O)/C=C/c2ccccc2)C1 (centres undefined)
31: C1CCCCCC(=NNc2nn[nH]n2)CCCCC1
32: O=C(N=C1SC2CS(=O)(=O)CC2N1c1cccc(F)c1)C1CC1 (centres undefined)
assay / entry	25	26	27	28	29	30	31	32
CSN deneddyl inh	0	-3	2	1	2	4	3	-4
Rin1 Abl inh	3	5	0	-4	1	-1	-2	-4
PABP1 MLLE inh	-5	9	-40	2	-18	-1	10	-3
FAS TE block	-6	-6	3	-6	-1	-11	-5	-3
MsrA act	2	0	9.9*	-14	-2	-7	-3	-2
E coli Lon inh	9	4	1	8	10	-4	-1	-11
Rpn11 inh	i	i	i	i	i	i	i	i
MT1-MMP act inh	6	0	-4	-3	2	-2	-2	0
MsrA inh	0.5	2.6	0.4	-0.9	0.8	-0.3	0.7	-0.9

33: O=C(NCC(c1ccco1)N1CCCC1)c1cc2cc(Cl)ccc2o1 (centres undefined)
34: CC1C/C(=N\NC(=S)NC(C)C)CC(C)(C)C1 (centres undefined)
35: Nc1c2nc(-c3ccccc3Cl)[nH]c(=O)c2nc(=O)n1-c1ccccc1
36: Cc1ccc(F)c(S(=O)(=O)NC(=O)C2(C)CCN2C(=O)C2(c3ccc(Cl)cc3)CCC2)c1 (centres undefined)
37: CCN(CC(=O)NCc1ccco1)S(=O)(=O)c1ccc(F)cc1
38: COCCOC(=O)C1=C(C)OC(N)=C(C#N)C1c1cc2cccc(C)c2nc1Cl (centres undefined)
39: CC(C)NC(=O)CC(=O)N/N=C/c1ccc(Br)cc1
40: Cc1[nH]c2ccc(C(=O)N3CCN(c4ccccc4Cl)CC3)cc2c1C
assay / entry	33	34	35	36	37	38	39	40
CSN deneddyl inh	-2	0	1	1	3	0	2	0
Rin1 Abl inh	1	5	1	-4	0	-3	3	-1
PABP1 MLLE inh	-1	20	-2	-4	8	20	15	-13
FAS TE block	-1	3	3	-3	-3	17	-8	19
MsrA act	-8	-4	-4	-1	-3	-5	-7	-1
E coli Lon inh	9	-3	-2	7	6	-5	-3	7
Rpn11 inh	i	i	i	i	i	i	i	i
MT1-MMP act inh	0	-6	-2	-2	-1	3	3	1
MsrA inh	-1.1	-0.4	0.5	0.3	-0.7	0.4	1.3	0.0

41: CSc1sc(-c2ccnc(SCC(=O)C(C)(C)C)n2)c2c1C(=O)CC(C)(C)C2
42: O=C(C1CCN(C2CC(=O)N(c3cccc(Cl)c3)C2=O)CC1)N1CCCC1 (centres undefined)
43: C/C(=N\NC(=O)c1cccc([N+](=O)[O-])c1)c1ccncc1
44: COC(=O)c1ccccc1NS(=O)(=O)c1ccc2c(c1)oc(=O)n2C
45: CC(C)(C)c1ccc(C(=O)Nc2nnc(C3=COCCO3)o2)cc1
46: Nc1c(C(=O)N/N=C/c2cccnc2)oc2nc(-c3ccco3)cc(-c3ccco3)c12
47: CCCCNc1oc(-c2ccc(OC)cc2)nc1S(=O)(=O)c1ccccc1
48: CC1(C)CC(=O)C(C(c2ccc(F)cc2)C2C(=O)CC(C)(C)CC2=O)C(=O)C1
assay / entry	41	42	43	44	45	46	47	48
CSN deneddyl inh	3	-5	2	-4	-2	47	5	-3
Rin1 Abl inh	-4	0	1	1	-1	3	-5	0
PABP1 MLLE inh	-20	18	6	-2	5	13	33	9
FAS TE block	-5	-8	3	0	-16	-11	7	-7
MsrA act	-1	-4	-2	-2	-4	-6	-2	-3
E coli Lon inh	1	2	1	16	5	56*	-2	5
Rpn11 inh	i	i	i	i	i	i	i	i
MT1-MMP act inh	-4	-1	4	0	0	-11	-4	3
MsrA inh	0.0	-0.4	-0.4	-1.1	0.9	2.2	0.6	-1.0

49: O=C(c1ccco1)N1CCN(C(=O)c2ccccc2OCc2ccc(Cl)cc2)CC1
50: OCc1ccc(-c2cncc3nccn23)cc1
51: O=S(=O)(Nc1nnc(C2CC2)s1)c1ccccc1
52: CCN(CC(=O)Nc1c(F)cccc1F)C(=O)/C=C/c1ccc(Br)s1
53: CN1CCN(NC(=O)CN(C)S(=O)(=O)c2cc(Cl)ccc2Cl)CC1
54: O=C(CNC(=O)c1ccco1)OCC(=O)c1ccc([N+](=O)[O-])cc1
55: Cc1ccc(C(=O)Cn2c3[n+](c4ccccc42)CC(O)CS3)cc1 (centres undefined)
56: Cc1cccc(N2CCN(C(=O)c3cc(S(=O)(=O)N4CCOCC4)cn3C)CC2)c1C
assay / entry	49	50	51	52	53	54	55	56
CSN deneddyl inh	2	3	4	1	-1	-2	-4	2
Rin1 Abl inh	-1	-4	2	2	4	2	-3	3
PABP1 MLLE inh	2	-16	11	16	10	14	10	-5
FAS TE block	-3	-9	-1	-5	0	-2	-3	0
MsrA act	-3	-1	-1	-8	-3	-2	0	0
E coli Lon inh	0	0	0	-11	1	-3	3	2
Rpn11 inh	i	i	i	i	i	i	i	i
MT1-MMP act inh	-5	2	-4	0	2	-6	1	-1
MsrA inh	0.2	2.3	-0.5	2.3	0.7	-1.0	0.3	1.2

57: O=S(=O)(NC1CCN(Cc2ccccc2)CC1)c1cccc2cccnc12
58: C/C(=N\NC(=O)c1cc(C)nc2ccccc12)c1cccs1
59: CCOc1ccc(NC(=O)CN(C)C(=O)Cc2n[nH]c(=O)c3ccccc23)cc1OCC
60: CC(C)c1ccc(CN2CCC(Oc3ccc(C(=O)N4CCCC4)cc3)CC2)cc1
61: O=[N+]([O-])c1cnn2cc(Br)cnc12
62: C[C@H](CO)N1C[C@H](C)[C@@H](CN(C)C(=O)Nc2ccnc(N3CCOCC3)c2)OCc2cnnn2CCCC1=O
assay / entry	57	58	59	60	61	62
CSN deneddyl inh	-2	1	3	0	-1	-1
Rin1 Abl inh	0	-2	2	2	4	1
PABP1 MLLE inh	8	-2	4	10	-9	9
FAS TE block	-3	-5	-5	-4	2	-2
MsrA act	-12	-6	0	-1	-3	6
E coli Lon inh	-2	-2	-16	-4	2	2
Rpn11 inh	i	i	i	i	i	i
MT1-MMP act inh	.	3	-3	-3	2	4
MsrA inh	.	1.9	-1.0	-0.8	2.7	-1.9
